Source: PubChem
CRFR2-BP antag: antagonists of CRF-BP/CRF-R2 complex, primary screen, cell-based, HEK293, calcium dye fluorescence, uHTS | CRF-induced calcium fluorescence | inhibition, % at 11.8 µM | hit rate 0.59% among 350,000 | AID 588475, 2011;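 active = inhibition of the ligand-induced calcium signal above about 50% at the single tested concentration, limit read from the data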
IDE cell inh: human IDE inhibitors in live cells, primary screen, fluorescence polarization, HEK cells, FAbetaB substrate; hit rate 0.41% among 320,000; AID 434962, 2010; FAbetaB cleavage; Insulin-degrading enzyme (Homo sapiens), P14735; inhibition, % at 5.59 µM;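 active = percent inhibition above the average of all tested compounds plus 3 SD, set per screening campaign, cut at about 16% in these data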;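 note: IDE supplied by intact live HEK cells; FP after avidin binding of uncleaved biotin substrate so inhibition keeps polarization high; 0% = DMSO wells and 100% = 60 µM reference IDE inhibitor Ii1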
IDE act: human IDE activators in live cells, primary screen, fluorescence polarization, HEK cells, FAbeta-B substrate. Insulin-degrading enzyme (Homo sapiens), P14735. FAbeta-B cleavage; 0% vehicle, 100% cell-free pure enzyme wells. activation, % at 5.96 µM. hit rate 0.073% among 340,000. AID 493087, 2011;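 active = activation above the mean of all tested compounds plus 3 SD, set per screening campaign, cut at about 17% in these data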
IMP-1 inhibitor: IMP-1 metallo-beta-lactamase inhibitors, primary screen, biochemical, epi-absorbance readout, Pseudomonas aeruginosa enzyme; purified IMP-1, nitrocefin hydrolysis, epi-absorbance fluorescence; inhibition, % at 5.6 µM; metallo-beta-lactamase IMP-1 (Pseudomonas aeruginosa); hit rate 0.45% among 290,000;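 active = inhibition above the mean plus 3 SD of all compounds in the same screening run, cut at about 4.5% in these data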;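 note: 0% = IMP-1 with DMSO and 100% = DMSO wells lacking enzyme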
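Assay system: purified recombinant IMP-1 beta-lactamase. Input: IMP-1 0.2 nM before substrate addition. Buffer or medium: Zinc- and detergent-supplemented HEPES buffer, pH 7.1. Schedule: 25 °C, 15 min preincubation, 25 min reaction. Signal: Epi-absorbance fluorescence, 480 nm excitation, 530 nm emission. Evaluation: percent inhibition from optical density relative to buffer-blank wells.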
GalR3 antagonist: GalR3 antagonists in HEK293 cells, primary screen, cell-based, fluorescence readout; HEK293 GalR3-CNG cAMP membrane potential fluorescence; galR3 body fused to GalR1 C-terminus; AID 651719, 2012; Galanin receptor type 3 (Homo sapiens), O60755; hit rate 0.44% among 360,000; inhibition, % at 3 µM;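 active = inhibition above the screen-wide average plus 3 SD, cut at about 13% in these data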;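 note: forskolin and galanin both at EC90 stimulate the cells; cAMP rise reported by CNG channel membrane potential dye signal; 0% = forskolin plus galanin with DMSO and 100% = forskolin alone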
VIM-2 inh: VIM-2 metallo-beta-lactamase inhibitors, primary screen, biochemical, epi-absorbance readout, Pseudomonas aeruginosa enzyme | inhibition, % at 5.6 µM | purified VIM-2, nitrocefin hydrolysis, epi-absorbance fluorescence | hit rate 0.89% among 290,000;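 active = inhibition above the mean of all tested compounds plus 3 SD, cutoff set per screening run, cut at about 7.5% in these data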;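 note: red hydrolysis product quenches plate fluorescence so inhibitors raise well fluorescence; 0% = enzyme with DMSO and 100% = DMSO without enzyme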
SUMO HTRF inh: inhibitors of in vitro SUMOylation cascade, primary screen, biochemical, HTRF, uHTS. SUMO-conjugating enzyme UBC9 (Homo sapiens), P63279. HTRF SUMOylation assay, SAE1/SAE2 + UBC9. inhibition, % at 35 µM. hit rate 0.36% among 290,000. AID 2006, 2009; in the data active = inhibition above about 50%, passing the limit was not always enough; note: strong numbers were not always called active
NS3 helicase inh: inhibitors of HCV NS3 helicase, primary screen, biochemical, Cy5 molecular beacon fluorescence; AID 1800, 2009; hit rate 0.56% among 290,000; inhibition, % at 10.9 µM; Hepatitis C virus NS3 helicase; NS3 helicase DNA unwinding;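 active = inhibition above the mean of all tested compounds plus 3 SD, set per campaign, cut at about 35% in these data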;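 note: 0% = DMSO wells and 100% = thioflavine S control wells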
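test system = hepatitis C virus NS3 helicase domain fragment enzyme | reagent = annealed dual-labelled DNA beacon duplex, ATP-started | times = 1 h at 25 °C | detection = Cy5 fluorescence, 0 and 60 min reads | read-out basis = percent inhibition from t60/t0 fluorescence ratio | control set = DMSO and thioflavine S | replication = one well per compound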
pCIP destab: p/CIP-EGFP fusion destabilizers, primary screen, fluorescence, F442A cells; 16 h; Q05BA5; hit rate 0.01% among 290,000; decrease of EGFP signal, % at 10 µM;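 active = EGFP signal decrease of at least 30% at 10 µM or well 3 SD below plate mean, unless failing retest; inactive = the rest, including hits failing retest or dose response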; note: some compounds called inactive have numbers as strong as hits; many of its hits are not listed in these tables
Target sequence (Q05BA5 1-1403): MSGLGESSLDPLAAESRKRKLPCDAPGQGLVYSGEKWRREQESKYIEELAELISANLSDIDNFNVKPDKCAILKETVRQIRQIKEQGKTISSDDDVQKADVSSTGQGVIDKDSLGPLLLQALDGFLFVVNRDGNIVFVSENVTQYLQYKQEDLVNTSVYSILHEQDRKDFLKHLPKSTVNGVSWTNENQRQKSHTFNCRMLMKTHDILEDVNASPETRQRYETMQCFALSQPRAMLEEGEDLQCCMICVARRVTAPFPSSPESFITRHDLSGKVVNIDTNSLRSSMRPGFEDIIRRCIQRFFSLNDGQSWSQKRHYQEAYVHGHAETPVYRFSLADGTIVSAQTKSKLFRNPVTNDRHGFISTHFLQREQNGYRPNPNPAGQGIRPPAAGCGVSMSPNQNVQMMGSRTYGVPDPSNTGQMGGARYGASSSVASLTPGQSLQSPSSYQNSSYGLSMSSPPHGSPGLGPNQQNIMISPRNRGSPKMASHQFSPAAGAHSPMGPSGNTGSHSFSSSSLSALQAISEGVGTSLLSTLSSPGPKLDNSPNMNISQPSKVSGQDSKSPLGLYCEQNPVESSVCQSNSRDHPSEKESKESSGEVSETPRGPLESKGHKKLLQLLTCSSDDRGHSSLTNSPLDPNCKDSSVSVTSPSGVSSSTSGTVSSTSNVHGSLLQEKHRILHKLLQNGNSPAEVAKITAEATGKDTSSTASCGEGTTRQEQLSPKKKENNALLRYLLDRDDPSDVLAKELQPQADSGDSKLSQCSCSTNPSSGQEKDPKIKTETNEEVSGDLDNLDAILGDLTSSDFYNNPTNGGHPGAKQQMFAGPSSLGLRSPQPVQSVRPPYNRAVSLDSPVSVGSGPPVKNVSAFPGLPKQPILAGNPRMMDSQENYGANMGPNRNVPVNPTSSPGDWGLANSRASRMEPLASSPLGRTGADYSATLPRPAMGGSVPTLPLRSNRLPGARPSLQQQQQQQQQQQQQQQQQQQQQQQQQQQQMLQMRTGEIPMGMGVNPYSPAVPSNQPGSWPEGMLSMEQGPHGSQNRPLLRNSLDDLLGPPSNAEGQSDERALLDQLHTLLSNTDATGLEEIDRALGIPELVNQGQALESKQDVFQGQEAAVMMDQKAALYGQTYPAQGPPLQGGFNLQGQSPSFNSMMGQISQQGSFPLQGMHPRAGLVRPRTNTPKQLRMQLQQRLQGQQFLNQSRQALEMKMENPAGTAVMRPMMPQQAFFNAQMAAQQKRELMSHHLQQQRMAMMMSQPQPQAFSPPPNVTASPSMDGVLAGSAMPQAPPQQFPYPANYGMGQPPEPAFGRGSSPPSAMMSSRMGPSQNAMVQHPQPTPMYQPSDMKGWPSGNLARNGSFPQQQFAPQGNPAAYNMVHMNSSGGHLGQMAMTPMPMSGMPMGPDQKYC
Active calls of the source: *; / = not tested or not shown.

SMILES | CRFR2-BP antag | IDE cell inh | IDE act | IMP-1 inhibitor | GalR3 antagonist | VIM-2 inh | SUMO HTRF inh | NS3 helicase inh | pCIP destab
COc1ccc(/C=C/C(=O)OC2CCCCC2CN(C)C)cc1 (stereo unspecified) | 3 | 1 | 7 | -2.5 | 2 | -1.6 | 29 | 13 | -6
COc1ccc(CC(=O)NCc2ccc(F)cc2)cc1S(=O)(=O)N1CCOCC1 | 9 | -2 | -2 | / | 2 | / | / | / | /
COc1ccc(OCC(O)CNC(=O)c2sccc2Cl)cc1 (stereo unspecified) | 9 | 0 | 2 | 38* | -5 | -2.9 | -5 | 44* | 2
C=CCCC(=O)N1CCCC(Cc2cccc(Cl)c2)(C(=O)OCC)C1 (stereo unspecified) | 10 | 2 | 7 | 0.3 | -7 | -1.5 | -1 | -6 | -15
N#Cc1c(-c2ccco2)cc(-c2cccnc2)nc1N | -3 | 4 | 3 | -3.3 | -4 | 0.9 | 57 | 8 | -20
O=[N+]([O-])c1ccc(Cl)c(S(=O)(=O)Nc2ccc(S(=O)(=O)N3CCOCC3)cc2)c1 | 1 | 0 | 6 | 1.6 | -6 | -1.3 | 7 | 12 | 6
CCCCc1cc(=O)oc2cc(C)cc(OC(C)C(=O)NCc3cccnc3)c12 (stereo unspecified) | -5 | 2 | -1 | -0.3 | 5 | -2.2 | 13 | 25 | -5
CSc1nc2sc3c(c2c(=O)[nH]1)CCC3 | -14 | 1 | -3 | -2.2 | 2 | -5.4 | 18 | -3 | 5
CS(=O)(=O)N1CCN(C(=O)c2ccc(F)cc2)CC1 | 0 | -2 | 1 | -0.7 | -1 | 0.0 | 16 | -7 | -12
CC(C)CCC(C(=O)NC(C)c1ccccc1)C(=O)NC(C)c1ccccc1 (stereo unspecified) | -2 | -2 | 5 | -2.1 | -9 | -0.8 | 20 | -3 | -5
CCN(CC(=O)Nc1ccc(NC(C)=O)cc1)C(=O)CCCOc1cccc(C)c1 | 11 | -3 | 1 | / | -2 | / | / | / | /
O=C(O)c1cccc(N/N=C/c2cc(Br)cc(Br)c2O)c1 | 64* | -4 | 5 | -1.8 | 2 | -2.4 | 16 | 18 | 14
CCCCNc1c([N+](=O)[O-])ncn1C | 8 | 9 | / | -1.5 | -6 | -1.9 | 11 | 12 | -10
COc1ccc(Br)cc1CSC(=N)N | -50 | 2 | 7 | -1.9 | -5 | -2.9 | -3 | 3 | 6
COc1ccc(N(CC(=O)NCCSCc2ccc(C)cc2)S(=O)(=O)c2ccccc2)cc1 | -2 | -6 | -4 | -2.2 | -1 | -0.9 | -8 | -4 | -9
O=C(Nc1ccc(Nc2ccccc2)cc1)c1ccc(Cl)c([N+](=O)[O-])c1 | -8 | 0 | -1 | 0.5 | -6 | -2.9 | -24 | -1 | 1
COc1ccc(C2C=C(c3ccc(Br)cc3)Nc3nc(NS(C)(=O)=O)nn32)cc1 (stereo unspecified) | / | 77* | / | -1.9 | / | -0.6 | 25 | 15 | -78
O=C(NC12CC3CC(CC(C3)C1)C2)N1CCCC(CO)C1 (stereo unspecified) | 10 | -2 | 2 | -2.5 | -6 | -4.9 | -3 | 4 | 11
O=c1ccnc(SCc2ccccc2Cl)[nH]1 | 13 | 8 | -11 | -3.7 | -3 | -0.4 | 8 | 4 | -3
COc1ccc(-c2ccc3c(c2)S(=O)(=O)c2cccc(C(=O)NC[C@@H]4CCCO4)c2C3=O)cc1OC | 2 | 1 | 4 | / | -3 | / | / | / | /
Nc1ccc(C(O)(C(F)(F)F)C(F)(F)F)cc1 | -2 | -3 | 7 | -4.9 | -8 | -4.2 | -4 | 6 | -4
Cc1ccc(C(=O)N2CCC(C)CC2)cc1C | 3 | 3 | 6 | -5.0 | 0 | -2.5 | -1 | 0 | 0
O=C(C[n+]1cc[nH]c1)c1ccc(Cl)cc1 | 4 | / | 4 | -2.1 | -9 | -0.8 | 2 | 1 | 9
COc1cc2c(cc1NC(=O)COC(=O)C(CCSC)NC(=O)c1ccccc1Cl)oc1ccccc12 (stereo unspecified) | -17 | 6 | 5 | -0.3 | 2 | -1.8 | -3 | 7 | 0

Among those listed so far, these contain a thiophene ring, fused or not:
SMILES | CRFR2-BP antag | IDE cell inh | IDE act | IMP-1 inhibitor | GalR3 antagonist | VIM-2 inh | SUMO HTRF inh | NS3 helicase inh | pCIP destab
COc1ccc(OCC(O)CNC(=O)c2sccc2Cl)cc1 (stereo unspecified) | 9 | 0 | 2 | 38* | -5 | -2.9 | -5 | 44* | 2
CSc1nc2sc3c(c2c(=O)[nH]1)CCC3 | -14 | 1 | -3 | -2.2 | 2 | -5.4 | 18 | -3 | 5

(next part)
SMILES | CRFR2-BP antag | IDE cell inh | IDE act | IMP-1 inhibitor | GalR3 antagonist | VIM-2 inh | SUMO HTRF inh | NS3 helicase inh | pCIP destab
Cc1ccc2oc(=S)n(C)c2c1 | 6 | 1 | 0 | 0.6 | 3 | -4.2 | -6 | -5 | -11
N#CC1=C(N)Oc2ccc3ccc(O)cc3c2C1c1cccnc1 (stereo unspecified) | -25 | -2 | 5 | -2.8 | -5 | 0.3 | 9 | -7 | -1
O=C(c1cccc([N+](=O)[O-])c1)N1CCCC(C(=O)N2CCc3ccccc3C2)C1 (stereo unspecified) | -4 | -9 | -3 | 0.9 | -2 | 0.0 | 0 | -6 | 10
COCc1ccc(C(=O)N(C)CC2CCCN(CCc3ccccc3F)C2)o1 (stereo unspecified) | -6 | 11 | -2 | -2.4 | -6 | -1.3 | -3 | 8 | 10
CCCCc1c(O)nc2sccn2c1=O | 11 | -2 | 1 | -3.6 | -9 | 1.6 | -1 | 1 | -2
CCCN1C(=O)c2ccc(C(=O)NC3=NCCS3)cc2C1=O | -11 | 3 | 1 | -0.3 | -2 | 0.4 | 4 | 9 | -14
Cc1cccc(OCC(=O)Nc2ccc(N3CCN(C(=O)c4ccco4)CC3)cc2)c1C | -19 | 3 | 2 | -2.2 | -3 | -0.1 | -1 | -7 | -10
CCN(CC)C(=O)CSc1nnc([C@H](Cc2c[nH]c3ccccc23)NC(=O)OC(C)(C)C)o1 | 15 | 2 | 3 | -1.6 | -1 | 1.6 | 4 | 0 | 3
CC(c1ccccc1)n1cc(C(=O)NCC2CCCO2)nn1 (stereo unspecified) | -31 | 0 | 1 | -1.1 | -5 | -1.5 | -6 | 12 | 22
COc1ccc(CCN2CC(C(=O)N(C)Cc3cccnc3)CC2=O)cc1OC (stereo unspecified) | 1 | -1 | 0 | / | 4 | / | / | / | /
Cc1ccc(OCC(=O)NC(C)c2ccccc2)cc1C (stereo unspecified) | 3 | 2 | 2 | -4.7 | -10 | -0.5 | -4 | 7 | -14
Cc1cc(C)cc(NC(=O)CCn2cnc3cc(C)c(C)cc32)c1 | 14 | 3 | -11 | -3.5 | -6 | -2.1 | -2 | -23 | 13
CCC(CO)Oc1cc(NCc2ccccc2)c2ncn(C(C)C)c2c1 (stereo unspecified) | 0 | 8 | 0 | / | -4 | / | / | / | /
COc1ccc(/C=C(\NC(=O)c2ccc(OC)cc2)C(=O)N2CCCCC2)cc1 | 18 | / | 7 | -3.1 | -3 | -3.0 | 12 | -9 | -1
CCN(CC)CCN(C(=O)c1ccc2c(c1)CCCC2)c1nc2c(C)cccc2s1 | -15 | 7 | 0 | -2.9 | 5 | -2.5 | -8 | -44 | 8
COc1ccccc1-n1cnnc1SCC(=O)N1CCN(S(=O)(=O)c2ccccc2)CC1 | -24 | -2 | 7 | -2.8 | -4 | -3.6 | 19 | -2 | 0
COc1cccc(CNC(=O)[C@@H](C)N2C(=O)N3CCc4c([nH]c5ccc(OC)cc45)C3(C)C2=O)c1 (stereo partly specified) | 6 | 5 | 6 | -2.8 | 0 | -1.9 | 3 | -11 | -10
COC(=O)c1ccc(COC(=O)CNC(=O)c2ccc(C)s2)cc1 | 12 | 7 | -14 | / | -1 | / | / | / | /
CCN1CCN(c2nc(Nc3ccccc3)nc(N)c2[N+](=O)[O-])CC1 | 18 | 1 | -3 | -0.4 | -3 | 0.4 | -13 | 2 | -11
CCCOc1ccc(-c2nc(C#N)c(NCC3CCCO3)o2)cc1 (stereo unspecified) | -38 | 2 | 1 | 1.6 | -7 | -2.2 | 10 | 0 | -17
COc1ccc(NC(=O)CN(C)C(=O)c2ccc3ccccc3n2)cc1 | -6 | 5 | 6 | / | -3 | / | / | / | /
O=S(=O)(NCc1ccc2c(c1)OCO2)c1ccc2c(c1)oc1ccccc12 | -17 | 1 | 3 | -2.8 | -11 | 0.2 | -4 | -9 | -14
CC1(c2nnc(-c3ccc(F)cc3)o2)CC(c2ccc(F)cc2)=NO1 (stereo unspecified) | 7 | 3 | -2 | / | -2 | / | 16 | / | -5
Cc1cccc(NC(=O)c2cc(-c3ccc(C)s3)nc3ccccc23)n1 | -39 | 1 | -4 | -4.1 | -1 | -1.9 | 24 | -2 | -11
CCN1C(=O)CC(N2CCN(c3ccc(OC)cc3)CC2)C1=O (stereo unspecified) | -5 | 2 | 0 | -0.3 | -2 | 0.8 | 21 | 0 | -2
C=C(C)CN(CC)C(=O)CN1C(=O)NC2(CCc3ccccc32)C1=O (stereo unspecified) | -3 | -1 | 4 | -0.8 | 1 | -0.9 | -2 | 5 | -1
CC1=CC(C)[C@H](/C=N/n2c(=O)[nH]c3c([nH]c4ccc(Br)cc43)c2=O)C(C)C1 (stereo partly specified) | -11 | 0 | -3 | -3.1 | -2 | -2.0 | -8 | 32 | 7
COC(=O)c1[nH]c2ccc(Br)cc2c1NC(=O)C(C)N1CCN(C2CCCCC2)CC1 (stereo unspecified) | 2 | 5 | -2 | -1.6 | -6 | -2.7 | -3 | -23 | 2
Cc1ccc(CNC(=O)CCS(=O)(=O)c2ccc(Cl)cc2)cc1 | 25 | -2 | -3 | 2.4 | -2 | -1.0 | 6 | -3 | -6
O=C(c1cccn2c(=O)c3cc(Br)ccc3nc12)N1CCN(c2ccccn2)CC1 | -32 | 11 | -17 | 0.1 | -5 | 1.1 | 14 | 6 | 2
Cc1cc(C)n(-c2ccc(C(=O)N3CCN(S(=O)(=O)c4ccc(Cl)cc4)CC3)cc2)n1 | 6 | 3 | 5 | / | 3 | / | / | / | /
Cc1cc(C)n(C(=O)CSc2nc3ccccc3o2)n1 | -5 | 3 | 5 | 0.2 | -4 | -1.3 | 28 | -3 | -5
O=[N+]([O-])c1ccc(Sc2ccc(F)cc2)nc1 | 36 | 3 | 4 | / | -1 | / | / | / | /
